INS-1E ATP HTS: preserves ATP levels in cytokine-treated INS-1E cells | INS-1E cytokine-induced death, ATP luminescence, 48 h; normalised: neutral wells 0, positive control 100 | protection from cytokine-induced ATP loss, % at 10 µM | 20,000 compounds, 0.1% hits | AID 488910;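 active = mean replicate protection from cytokine-induced ATP loss at least 50% and at least 75% of replicates each reaching 50%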
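Assay system: INS-1E rat cells / Quantity: 8000 cells per well / Medium: RPMI without phenol red, 5% FBS / Probe or stimulus: three-cytokine cocktail (IFN-γ, TNF-α, IL-1β) / Dosing: one compound concentration, pin transfer / Timing: 48 h co-treatment, 10 min post-lysis read / Technique: CellTiter-Glo luminescence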
T cruzi HTS: intracellular Trypanosoma cruzi inhibition | intracellular Trypanosoma cruzi in host cells, plate reader | 22,000 compounds, 4.9% hits | activity score (inhibition), % at 5.01 µM; in the data active = activity score above about 55%;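 note: parasites and compound incubated about four days before reading; 0% = median of neutral control wells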
* = called active by the depositor. The order is random, and some 5.1% of all compounds hit somewhere here.

`C[C@@H]1CN([C@@H](C)CO)C(=O)Cc2cc(NS(=O)(=O)c3ccccc3)ccc2O[C@@H]1CN(C)Cc1ccc(-c2ccccc2)cc1` gave INS-1E ATP HTS -26.9 and T cruzi HTS 58.3*.
Screening COc1ccc(CN(C)C[C@H]2Oc3c(NC(=O)Nc4ccccc4)cccc3C(=O)N([C@@H](C)CO)C[C@H]2C)cc1 returned INS-1E ATP HTS -16.2 and T cruzi HTS -17.5.
Screening O=C(N/N=C/c1ccc(N(c2ccccc2)c2ccccc2)cc1)c1ccccc1O returned INS-1E ATP HTS -13.5 and T cruzi HTS 11.2.
`C[C@@H]1CN([C@H](C)CO)C(=O)c2cc(NC(=O)Cc3ccccc3)ccc2O[C@H]1CN(C)CC1CC1` gave INS-1E ATP HTS 0.0 and T cruzi HTS 4.4.
For COC(=O)CCCCCCC(=O)N/N=C/c1cccs1 the results were INS-1E ATP HTS 17.4 and T cruzi HTS -15.1.
Screening C[C@H]1CN([C@@H](C)CO)C(=O)c2cccc(NS(=O)(=O)c3cccs3)c2O[C@@H]1CN(C)CC1CCCCC1 returned INS-1E ATP HTS 6.9 and T cruzi HTS -26.1.
For Cc1cc(C(=O)Nc2cccc3c2O[C@H](CN(C)Cc2ccc(C(F)(F)F)cc2)[C@H](C)CN([C@@H](C)CO)C3=O)n(C)n1 the results were INS-1E ATP HTS -2.7 and T cruzi HTS -4.0.
Screening Cc1ccc(S(=O)(=O)N(C)C[C@H]2Oc3ccc(NS(=O)(=O)c4cn(C)cn4)cc3CC(=O)N([C@@H](C)CO)C[C@H]2C)cc1 returned INS-1E ATP HTS 3.8 and T cruzi HTS -25.2.
C[C@@H]1CCCCO[C@H](CN(C)S(=O)(=O)c2ccc(Cl)cc2)[C@@H](C)CN([C@H](C)CO)C(=O)c2cc(NS(=O)(=O)c3cccs3)ccc2O1 was read as INS-1E ATP HTS -8.5 and T cruzi HTS 22.3.
`C[C@@H]1CN([C@@H](C)CO)C(=O)c2cccc(NC(=O)c3nc4ccccc4s3)c2O[C@H]1CN(C)S(=O)(=O)c1ccccc1` gave INS-1E ATP HTS -3.1 and T cruzi HTS 14.4.
CNC[C@H]1Oc2ccc(NC(=O)CCN3CCOCC3)cc2C(=O)N([C@H](C)CO)C[C@H]1C was read as INS-1E ATP HTS 7.0 and T cruzi HTS -1.1.
For COc1ccc(S(=O)(=O)N(C)C[C@H]2Oc3c(NS(=O)(=O)c4cccs4)cccc3C(=O)N([C@@H](C)CO)C[C@H]2C)cc1 the results were INS-1E ATP HTS 6.1 and T cruzi HTS 1.4.
Screening Cc1ccc(S(=O)(=O)N(C)C[C@@H]2Oc3ccc(NC(=O)c4ccncc4)cc3CC(=O)N([C@H](C)CO)C[C@H]2C)cc1 returned INS-1E ATP HTS -0.9 and T cruzi HTS -11.4.
For C[C@H]1CN([C@@H](C)CO)C(=O)CCCn2cc(nn2)CO[C@H]1CN(C)C(=O)Nc1ccc(C(C)(C)C)cc1 the results were T cruzi HTS 1.7.
For C[C@@H]1CN([C@H](C)CO)C(=O)c2cc(NC(=O)CCC(F)(F)F)ccc2O[C@@H]1CN(C)Cc1ccc(C(F)(F)F)cc1 the results were INS-1E ATP HTS -8.8 and T cruzi HTS 22.0.
`Cc1noc(C)c1S(=O)(=O)N(C)C[C@H]1OCCCC[C@@H](C)Oc2ccc(NC(=O)NC3CCCCC3)cc2C(=O)N([C@H](C)CO)C[C@@H]1C` gave INS-1E ATP HTS 5.0 and T cruzi HTS 8.0.
Screening CNC[C@@H]1Oc2ccc(NC(=O)c3ccncc3)cc2C(=O)N([C@H](C)CO)C[C@@H]1C returned INS-1E ATP HTS 1.5 and T cruzi HTS -1.5.
C[C@H](CO)N1C[C@H](C)[C@H](CN(C)C(=O)Nc2cccc3ccccc23)Oc2ccc(NS(=O)(=O)c3ccc(Cl)cc3)cc2CC1=O was read as INS-1E ATP HTS -5.8 and T cruzi HTS -6.1.
For Cc1ccc(S(=O)(=O)N(C)C[C@H]2Oc3c(NC(=O)Nc4ccc(F)cc4)cccc3C(=O)N([C@H](C)CO)C[C@H]2C)cc1 the results were INS-1E ATP HTS -10.5 and T cruzi HTS -32.6.
Screening COc1ccc(CN(C)C[C@H]2Oc3ccc(NC(=O)Cc4ccccc4)cc3CC(=O)N([C@@H](C)CO)C[C@H]2C)cc1 returned INS-1E ATP HTS 2.3 and T cruzi HTS 14.7.
`CNC[C@@H]1Oc2ccc(NC(=O)C3CC3)cc2C(=O)N([C@H](C)CO)C[C@@H]1C` gave INS-1E ATP HTS 3.8 and T cruzi HTS -5.1.
For Cc1ccc(S(=O)(=O)Nc2ccc3c(c2)CC(=O)N([C@@H](C)CO)C[C@@H](C)[C@@H](CN(C)C(=O)Nc2cccc4ccccc24)O3)cc1 the results were INS-1E ATP HTS 6.8 and T cruzi HTS 15.7.
CC(C)NC(=O)N(C)C[C@H]1Oc2ccc(NC(=O)Nc3ccc(C(F)(F)F)cc3)cc2C(=O)N([C@@H](C)CO)C[C@H]1C was read as T cruzi HTS -1.1.
Screening C[C@H](CO)N1C[C@H](C)[C@H](CN(C)Cc2ccncc2)Oc2c(NC(=O)Nc3ccc4c(c3)OCO4)cccc2C1=O returned INS-1E ATP HTS 3.9 and T cruzi HTS -1.0.
For Cc1ccc(S(=O)(=O)Nc2ccc3c(c2)CC(=O)N([C@H](C)CO)C[C@@H](C)[C@H](CN(C)S(=O)(=O)c2cn(C)cn2)O3)cc1 the results were INS-1E ATP HTS 6.6 and T cruzi HTS -19.2.
`COc1ccc(NC(=O)Nc2ccc3c(c2)C(=O)N([C@H](C)CO)C[C@@H](C)[C@H](CN(C)C)O3)cc1` gave INS-1E ATP HTS 3.0 and T cruzi HTS -18.1.
Screening Cc1noc(C)c1S(=O)(=O)Nc1ccc2c(c1)C(=O)N([C@@H](C)CO)C[C@@H](C)[C@H](CN(C)S(=O)(=O)c1ccc(Cl)cc1)O2 returned INS-1E ATP HTS 3.5 and T cruzi HTS -4.4.
C[C@@H]1CN([C@H](C)CO)C(=O)c2cccc(NC(=O)c3cnccn3)c2O[C@H]1CN(C)Cc1ccc(C(=O)Nc2ccccc2N)cc1 was read as INS-1E ATP HTS -12.2 and T cruzi HTS 54.2.
C[C@H]1CN([C@@H](C)CO)C(=O)c2cccc(NC(=O)C3CCOCC3)c2O[C@H]1CN(C)Cc1ccc(C(=O)O)cc1 was read as INS-1E ATP HTS 5.6 and T cruzi HTS -13.4.
`C[C@H](CO)N1C[C@H](C)[C@H](CN(C)C(=O)Nc2ccccc2)Oc2c(NS(=O)(=O)c3cccs3)cccc2C1=O` gave INS-1E ATP HTS -0.8 and T cruzi HTS 9.1.
For COc1ccc(S(=O)(=O)N(C)C[C@@H]2Oc3c(NC(=O)NC(C)C)cccc3C(=O)N([C@@H](C)CO)C[C@@H]2C)cc1 the results were INS-1E ATP HTS 2.6 and T cruzi HTS -4.8.
`C[C@@H]1CN([C@H](C)CO)C(=O)Cc2cc(NC(=O)CCN3CCOCC3)ccc2O[C@@H]1CN(C)Cc1ccc(Oc2ccccc2)cc1` gave INS-1E ATP HTS -13.5 and T cruzi HTS -14.4.
COc1ccc(S(=O)(=O)N(C)C[C@@H]2Oc3ccc(NC(=O)Nc4c(C)noc4C)cc3C(=O)N([C@@H](C)CO)C[C@H]2C)cc1 was read as INS-1E ATP HTS 4.9 and T cruzi HTS -25.6.
`Cc1noc(C)c1NC(=O)N(C)C[C@H]1Oc2ccc(NS(=O)(=O)c3cccs3)cc2C(=O)N([C@H](C)CO)C[C@H]1C` gave INS-1E ATP HTS 2.7 and T cruzi HTS -0.1.
C[C@@H]1CN([C@H](C)CO)C(=O)c2cccc(NC(=O)Nc3cccc4ccccc34)c2O[C@@H]1CN(C)S(=O)(=O)c1cn(C)cn1 was read as INS-1E ATP HTS 2.6 and T cruzi HTS 31.7.
Screening C[C@@H]1CN([C@@H](C)CO)C(=O)c2cccc(NC(=O)Nc3ccc4c(c3)OCO4)c2O[C@@H]1CN(C)Cc1ccc(-c2ccccc2)cc1 returned INS-1E ATP HTS -45.7 and T cruzi HTS 51.7.
Screening C[C@@H]1CN([C@H](C)CO)C(=O)c2cc(NC(=O)Cc3cn(C)c4ccccc34)ccc2O[C@H]1CN(C)Cc1ccc(C(=O)O)cc1 returned INS-1E ATP HTS 4.6 and T cruzi HTS -6.9.
Screening C[C@@H]1CN([C@H](C)CO)C(=O)c2cc(NS(=O)(=O)c3ccc(Cl)cc3)ccc2O[C@H]1CN(C)Cc1ccc(C(F)(F)F)cc1 returned INS-1E ATP HTS -32.4 and T cruzi HTS 46.6.
C[C@@H]1CN([C@@H](C)CO)C(=O)c2cccc(NC(=O)c3cnccn3)c2O[C@H]1CN(C)Cc1ccc(Cl)c(Cl)c1 was read as INS-1E ATP HTS -33.8 and T cruzi HTS 33.5.
For Cc1ccc(S(=O)(=O)Nc2ccc3c(c2)CC(=O)N([C@@H](C)CO)C[C@@H](C)[C@@H](CN(C)Cc2ccc(C(=O)Nc4ccccc4N)cc2)O3)cc1 the results were INS-1E ATP HTS -0.4 and T cruzi HTS 63.5*.
C[C@@H]1CN([C@@H](C)CO)C(=O)CCCn2nncc2CO[C@H]1CN(C)C(=O)Nc1ccc(C(F)(F)F)cc1 was read as T cruzi HTS -13.6.
CCCC(O)C#Cc1cnc2c(c1)C(=O)N([C@H](C)CO)C[C@H](C)[C@H](CN(C)C(=O)NC1CCCCC1)O2 (stereo partly drawn) was read as T cruzi HTS 12.8.
CC(C)NC(=O)N(C)C[C@H]1Oc2ccc(NC(=O)Cc3ccccc3)cc2C(=O)N([C@H](C)CO)C[C@H]1C was read as INS-1E ATP HTS 4.0 and T cruzi HTS -17.4.
Screening COc1ccc(NC(=O)N(C)C[C@H]2Oc3ccc(NS(=O)(=O)c4ccc(OC)cc4)cc3C(=O)N([C@H](C)CO)C[C@@H]2C)cc1 returned INS-1E ATP HTS 3.5 and T cruzi HTS 5.8.
C[C@H](CO)N1C[C@H](C)[C@@H](CN(C)Cc2ccc(C(=O)O)cc2)Oc2c(NS(=O)(=O)c3cn(C)cn3)cccc2C1=O was read as INS-1E ATP HTS 9.4 and T cruzi HTS 9.3.
For C[C@@H]1CCCCO[C@@H](CN(C)C(=O)Nc2ccc(C(F)(F)F)cc2)[C@@H](C)CN([C@H](C)CO)C(=O)c2cc(NC(=O)Nc3ccc(C(F)(F)F)cc3)ccc2O1 the results were INS-1E ATP HTS -3.4 and T cruzi HTS 68.8*.
`C[C@H]1CN([C@@H](C)CO)C(=O)Cc2cc(NS(C)(=O)=O)ccc2O[C@H]1CN(C)Cc1ccc(-c2ccccc2)cc1` gave INS-1E ATP HTS -8.3 and T cruzi HTS 29.7.
COc1ccc(NC(=O)Nc2ccc3c(c2)CC(=O)N([C@@H](C)CO)C[C@H](C)[C@H](CN(C)Cc2ccccc2)O3)cc1 was read as INS-1E ATP HTS -1.7 and T cruzi HTS 1.5.
For C[C@H]1CN([C@@H](C)CO)C(=O)CCCn2nncc2CO[C@@H]1CN(C)S(=O)(=O)c1ccc(F)cc1 the results were INS-1E ATP HTS 4.1 and T cruzi HTS -18.0.
For C[C@H](CO)N1C[C@H](C)[C@@H](CN(C)Cc2ccc(Cl)c(Cl)c2)Oc2c(NC(=O)c3ccc(-c4nccs4)cc3)cccc2C1=O the results were INS-1E ATP HTS -31.7 and T cruzi HTS 62.2*.
Screening C[C@H]1CN([C@@H](C)CO)C(=O)c2cccc(NS(=O)(=O)c3ccccc3)c2O[C@@H]1CN(C)Cc1ccc(C(F)(F)F)cc1 returned INS-1E ATP HTS 5.1 and T cruzi HTS 18.7.
Cc1noc(C)c1NC(=O)Nc1ccc2c(c1)C(=O)N([C@H](C)CO)C[C@H](C)[C@@H](CN(C)S(=O)(=O)c1ccc(Cl)cc1)OCCCC[C@@H](C)O2 was read as INS-1E ATP HTS 5.8 and T cruzi HTS -5.6.
Screening C[C@@H]1CN([C@H](C)CO)C(=O)c2cccc(NS(=O)(=O)c3ccccc3)c2O[C@@H]1CN(C)Cc1ccccc1 returned INS-1E ATP HTS -3.7 and T cruzi HTS -2.1.
Screening Cc1noc(C)c1S(=O)(=O)N(C)C[C@@H]1OCCCC[C@@H](C)Oc2ccc(NC(=O)Cc3ccccc3)cc2C(=O)N([C@H](C)CO)C[C@@H]1C returned INS-1E ATP HTS 8.2 and T cruzi HTS -10.4.
Screening CNC[C@H]1OCCCC[C@@H](C)Oc2ccc(NC(=O)Nc3ccc(F)cc3)cc2C(=O)N([C@H](C)CO)C[C@@H]1C returned INS-1E ATP HTS 9.6 and T cruzi HTS -9.2.
Screening C[C@H](CO)N1C[C@H](C)[C@@H](CN(C)C(=O)Nc2ccccc2)Oc2c(NC(=O)c3nc4ccccc4s3)cccc2C1=O returned INS-1E ATP HTS -0.7 and T cruzi HTS -15.1.
